# Source: PubChem
# V1R ag counter: agonists of human V1a receptor, primary screen, counter-screen for OXTR agonist project, fluorescence, CHO-V1R cells | activation, % at 3 µM | 320,000 compounds, 0.25% hits | Fluo-8 calcium fluorescence, agonist mode; 0% DMSO, 100% 3 nM vasopressin;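 active = activation above the mean activation of all tested compounds plus 3 SD, per screening run, cut at about 20% in these data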;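 note: signal is peak over basal fluorescence ratio across a 100 second FLIPR read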
# Target sequence (P37288 whole entry, looked up): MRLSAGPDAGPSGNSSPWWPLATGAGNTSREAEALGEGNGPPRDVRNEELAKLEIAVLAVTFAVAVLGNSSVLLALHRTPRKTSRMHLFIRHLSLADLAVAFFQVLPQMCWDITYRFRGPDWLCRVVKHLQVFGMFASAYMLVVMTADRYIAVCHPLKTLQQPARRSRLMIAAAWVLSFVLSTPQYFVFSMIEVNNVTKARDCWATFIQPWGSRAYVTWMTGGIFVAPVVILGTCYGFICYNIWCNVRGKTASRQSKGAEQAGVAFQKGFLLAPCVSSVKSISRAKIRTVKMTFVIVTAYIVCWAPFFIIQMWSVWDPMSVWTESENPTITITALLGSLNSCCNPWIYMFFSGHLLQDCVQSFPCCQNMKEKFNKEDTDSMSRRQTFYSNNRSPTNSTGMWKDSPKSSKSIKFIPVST
# VIM-2 inhibitor: VIM-2 metallo-beta-lactamase inhibitors, primary screen, biochemical, epi-absorbance readout, Pseudomonas aeruginosa enzyme | purified VIM-2, nitrocefin hydrolysis, epi-absorbance fluorescence | 290,000 compounds, 0.89% hits | inhibition, % at 5.6 µM;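 active = inhibition above the mean of all tested compounds plus 3 SD, cutoff set per screening run, cut at about 7.5% in these data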;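 note: red hydrolysis product quenches plate fluorescence so inhibitors raise well fluorescence; 0% = enzyme with DMSO and 100% = DMSO without enzyme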
# PHOSPHO1 block: PubChem AID 1565; Phosphoethanolamine/phosphocholine phosphatase (Homo sapiens), Q8TCT1; recombinant PHOSPHO1, absorbance phosphatase assay; inhibition, % at 13.3 µM; 290,000 compounds, 1.1% hits; in the data active = inhibition above about 60%
# Target sequence (Q8TCT1 whole entry, looked up): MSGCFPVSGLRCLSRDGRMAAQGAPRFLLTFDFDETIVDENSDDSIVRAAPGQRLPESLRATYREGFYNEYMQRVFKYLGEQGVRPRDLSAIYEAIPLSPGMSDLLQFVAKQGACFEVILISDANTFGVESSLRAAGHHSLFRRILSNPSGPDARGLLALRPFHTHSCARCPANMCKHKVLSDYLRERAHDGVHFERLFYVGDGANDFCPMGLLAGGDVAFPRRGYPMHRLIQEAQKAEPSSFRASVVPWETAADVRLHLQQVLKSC
# GalR3 antag: GalR3 antagonists in HEK293 cells, primary screen, cell-based, fluorescence readout | Galanin receptor type 3 (Homo sapiens), O60755 | HEK293 GalR3-CNG cAMP membrane potential fluorescence; galR3 body fused to GalR1 C-terminus | AID 651719, 2012 | inhibition, % at 3 µM | 360,000 compounds, 0.44% hits;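 active = inhibition above the screen-wide average plus 3 SD, cut at about 13% in these data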;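 note: forskolin and galanin both at EC90 stimulate the cells; cAMP rise reported by CNG channel membrane potential dye signal; 0% = forskolin plus galanin with DMSO and 100% = forskolin alone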
# IMP-1 inhibitor: IMP-1 metallo-beta-lactamase inhibitors, primary screen, biochemical, epi-absorbance readout, Pseudomonas aeruginosa enzyme. purified IMP-1, nitrocefin hydrolysis, epi-absorbance fluorescence. inhibition, % at 5.6 µM. 290,000 compounds, 0.45% hits;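 active = inhibition above the mean plus 3 SD of all compounds in the same screening run, cut at about 4.5% in these data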;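 note: 0% = IMP-1 with DMSO and 100% = DMSO wells lacking enzyme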
#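 System: Purified IMP-1 | Read-out basis: Percent enzyme inhibition | Controls: IMP-1 with DMSO as 0%, enzyme-free DMSO as 100% | Replicates: One well per compound | Doses: 5.6 µM nominal single concentration | Detection: Epi-absorbance fluorescence, 480 nm excitation, 530 nm emission | Incubation: 25 °C, 15 min preincubation, 25 min reaction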
# GPR7 antagonist: GPR7 receptor antagonists, primary screen, cell-based, fluorescence, single concentration; inhibition, % at 4.4 µM; Neuropeptides B/W receptor type 1 (Homo sapiens), P48145; GPR7-expressing cells, fluorescence antagonist assay; 290,000 compounds, 1.1% hits; in the data active = inhibition above about 16%, passing the limit was not always enough;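 note: cells stimulated with the agonist NPW; 0% = agonist with vehicle and 100% = vehicle without agonist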
# Target sequence (P48145 whole entry, looked up): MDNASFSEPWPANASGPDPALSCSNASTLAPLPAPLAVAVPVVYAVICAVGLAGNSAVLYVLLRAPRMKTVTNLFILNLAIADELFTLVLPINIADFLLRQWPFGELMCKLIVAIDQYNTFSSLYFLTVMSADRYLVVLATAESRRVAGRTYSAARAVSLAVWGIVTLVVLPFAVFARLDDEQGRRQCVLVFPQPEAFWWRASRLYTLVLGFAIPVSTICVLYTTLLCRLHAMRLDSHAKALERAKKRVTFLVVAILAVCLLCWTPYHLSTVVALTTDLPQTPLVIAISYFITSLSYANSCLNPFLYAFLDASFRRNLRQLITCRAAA
# OXTR ag: human OXTR agonists, primary screen, fluorescence, CHO-OTR cells, Fluo-8 calcium. AID 2435, 2010. activation, % at 3 µM. Oxytocin receptor (Homo sapiens), P30559. Fluo-8 calcium fluorescence; normalized: DMSO 0%, oxytocin 100%. 320,000 compounds, 0.32% hits;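 active = activation above the mean of all tested compounds plus 3 SD, cutoff set per screening run, cut at about 20% in these data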;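 note: peak over basal fluorescence ratio from a 100 s FLIPR kinetic read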
# FID counter: compounds displacing fluorescent DNA intercalator, primary screen, artefact control for HCV NS3 helicase inhibitor project, biochemical, FID fluorescence | DNA fluorescent intercalator displacement | inhibition, % at 7.9 µM | 290,000 compounds, 0.17% hits; in the data active = inhibition above about 37%;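 note: 0% = vehicle and 100% = reference compound; higher means more ethidium bromide displaced from hairpin DNA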
# NS3 helicase inh: inhibitors of HCV NS3 helicase, primary screen, biochemical, Cy5 molecular beacon fluorescence; Hepatitis C virus NS3 helicase; AID 1800, 2009; 290,000 compounds, 0.56% hits; inhibition, % at 10.9 µM; NS3 helicase DNA unwinding;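 active = inhibition above the mean of all tested compounds plus 3 SD, set per campaign, cut at about 35% in these data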;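 note: 0% = DMSO wells and 100% = thioflavine S control wells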
#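 Test system: hepatitis C virus NS3 helicase domain fragment enzyme. Also added: annealed dual-labelled DNA beacon duplex, ATP-started. Timing: 60 min unwinding reaction at 25 °C after ATP addition. Technique: Cy5 fluorescence. Measure: % inhibition of unwinding.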
# Numbers without * were called inactive; / = not tested or not shown. This is a random part of the collection. About 4.3% of those tested had a hit in this group.
SMILES,V1R ag counter,VIM-2 inhibitor,PHOSPHO1 block,GalR3 antag,IMP-1 inhibitor,GPR7 antagonist,OXTR ag,FID counter,NS3 helicase inh
COC(=O)c1ccc(COC(=O)CNS(=O)(=O)c2ccccc2)cc1,0.3,-5.6,17,-4,-4.0,-6,0.6,-8,5
O=C(CCl)NNc1cccc(Cl)n1,0.8,-2.7,28,5,-1.6,-14,0.3,0,61*
CC1CCN(C(=O)Cn2c3ccccc3c3nc4n(c(=O)c32)CCCS4)CC1,0.5,1.5,7,2,-2.3,5,-0.8,-27,2
CSc1ccccc1OCc1cc(C(=O)N2CCN(C3CCCC3)C(=O)C2)no1,2.2,0.2,13,-3,-2.3,-10,-1.0,-62,-7
O=C(NCc1ccc2c(c1)OCO2)c1ccccc1,0.6,-2.4,-31,5,-2.5,0,1.8,-4,5
CS(=O)(=O)Nc1ccccc1C(=O)N1CCCC1,0.6,-3.5,-3,-2,-4.3,-3,1.0,-4,0
Cc1cc(C)nc(SCc2ccc(C(=O)N/N=C/c3ccco3)cc2)n1,-0.2,-3.2,-8,-4,-1.9,4,-0.4,-15,-5
COCCNC(=O)CCC1CCN(C/C=C/c2ccccc2OC)CC1,-0.6,1.2,24,-10,1.3,7,0.1,0,-22
Nc1ccccc1C#Cc1ccccc1,-0.9,-2.5,33,-6,-2.0,-11,-1.6,1,8
CC(C)(C)c1cc(NC(=O)C2CCCO2)no1 (stereo unspecified),0.4,-0.8,18,-5,-1.6,-15,0.3,-4,-14
Cc1cc(C(=O)O)ccc1-c1ccc(/C=C2\NC(=O)N(Cc3ccc(F)cc3)C2=O)o1,0.6,-0.3,-21,-5,-1.1,-9,0.3,-13,1
CCOP(=O)(c1ccccc1)C(O)c1ccc(F)cc1 (stereo unspecified),-0.1,1.0,0,6,-2.7,-9,0.7,-6,-8
O=C1C2C3C=CC(C3)C2C(=O)N1Nc1c(Cl)cc(Cl)cc1Cl (stereo unspecified),1.5,-0.2,25,-7,-2.7,-1,0.4,-11,6
Fc1ccc(-c2n[nH]c(=S)n2-c2ccc3c(c2)OCCO3)cc1,-0.4,9.2*,-10,4,-0.4,-7,-0.5,-15,4
Cc1ccc(S(=O)(=O)N/N=c2\oc3ccccc3cc2C(=O)Nc2cccc(C)c2)cc1,1.0,-0.7,4,/,-1.8,1,-0.5,-2,3
COc1cccc(NC(=O)C2CCN(Cc3cnn(-c4ccccc4)c3-n3cccc3)CC2)c1,6.3,-4.7,7,-6,-2.9,11,5.9,11,-17
C=C(C)c1cccc(C(C)(C)NC(=O)NC(c2ccccc2)c2ccc(OC)cc2)c1 (stereo unspecified),-0.4,-3.8,-14,-6,-3.7,8,-2.5,-31,-15
COc1ccc(CNC(=O)c2cc3c(=O)n4ccccc4nc3n(Cc3cccnc3)c2=N)cc1,-0.4,2.1,-21,3,-3.2,-9,-0.9,4,2
COc1ccc(Cl)cc1N1C(=O)[C@@H]2C(c3cccc(OC)c3OC)=NO[C@@H]2C1=O,3.2,-4.1,4,-3,-3.1,-10,1.7,-40,15
Cc1ccc(S(=O)(=O)N(CC(O)CN2CCOCC2)c2cc(Cl)ccc2Cl)cc1 (stereo unspecified),0.1,-2.6,0,2,-2.2,0,0.3,-1,-12
CCOC(=O)c1nc(Nc2ccc(C(C)=O)cc2)c2ccccc2n1,-1.3,6.8,-20,9,-1.4,-16,-1.2,-24,-7
Cc1ccc(-c2ccc(/C=C/C(=O)c3ccccc3)o2)cc1,-0.4,0.3,-16,-3,1.7,5,-0.9,-17,22
O=C(CSc1nnc(-c2ccccc2)n1-c1ccccc1)c1ccc[nH]1,0.4,-3.0,-1,1,-3.2,8,-0.9,-15,2
C=CCn1c(SCc2nc3ccccc3nc2C)nnc1-c1ccoc1C,8.2,-1.4,34,-5,2.9,3,0.8,-31,13
O=C(COc1ccc(Cl)cc1Cl)NC(=S)Nc1ccccc1C(=O)O,-0.2,-3.9,33,/,-1.4,4,-1.9,-24,25

# Pulled by structure from above, 3 records:
SMILES,V1R ag counter,VIM-2 inhibitor,PHOSPHO1 block,GalR3 antag,IMP-1 inhibitor,GPR7 antagonist,OXTR ag,FID counter,NS3 helicase inh
Cc1ccc(S(=O)(=O)N/N=c2\oc3ccccc3cc2C(=O)Nc2cccc(C)c2)cc1,1.0,-0.7,4,/,-1.8,1,-0.5,-2,3
O=C(CCl)NNc1cccc(Cl)n1,0.8,-2.7,28,5,-1.6,-14,0.3,0,61*
O=C1C2C3C=CC(C3)C2C(=O)N1Nc1c(Cl)cc(Cl)cc1Cl (stereo unspecified),1.5,-0.2,25,-7,-2.7,-1,0.4,-11,6

# Additional structures follow.
SMILES,V1R ag counter,VIM-2 inhibitor,PHOSPHO1 block,GalR3 antag,IMP-1 inhibitor,GPR7 antagonist,OXTR ag,FID counter,NS3 helicase inh
C/C=C/C(=O)Nc1cccc(C2=NOC3(C2)C[C@@H](C(N)=O)N(C(=O)c2cc([N+](=O)[O-])cc([N+](=O)[O-])c2)C3)c1 (stereo partly specified),1.4,/,0,-5,/,/,-0.5,/,/
O=C(CS(=O)(=O)Cc1ccccc1)Nc1ccc(Br)cc1F,1.1,-0.3,25,2,-1.7,-11,-0.4,-13,2
O=C(CCc1nnc(C2CCCCC2)o1)N1CCN(C2CCCCC2)CC1,-0.7,-1.3,41,-1,-1.3,-6,-0.3,-8,16
O=C(/C=C/c1cccc([N+](=O)[O-])c1)N1CCN(S(=O)(=O)c2cccs2)CC1,0.0,3.1,29,-4,-0.1,12,0.5,-6,-3
O=C(Oc1ccc2c(=O)c(Cl)coc2c1)c1cccnc1,1.3,0.7,34,-3,1.9,1,1.9,5,14
COc1ccc(/C=N/NC(=O)c2ccc3ccccc3c2)cc1OS(=O)(=O)c1ccc(NC(C)=O)cc1,1.6,-4.9,28,3,-2.2,24,2.6,-2,-1
COC(=O)C1=CN(Cc2cccs2)C=C(C(=O)OC)C1c1cccc(Cl)c1,0.8,-1.8,26,-9,-1.8,5,-1.2,-19,-18
CCc1nc(SCC(=O)Nc2ccc(F)cc2)c2c(=O)n(C)c(=O)n(C)c2n1,-0.4,-2.5,28,3,-2.0,-15,-0.4,-9,-10
O=C(NCc1ccccc1Cl)c1cccc(OC2CCN(C(=O)C3CC3)CC2)c1,6.0,-1.8,13,-2,-3.4,-13,2.2,-43,0
CCCc1nc2oc(C(=O)c3ccccc3)c(N)c2c2c1COC(C)(C)C2,4.8,-3.4,9,-1,-2.4,-6,-0.7,2,-5
CCCC(=O)Nc1ccc(C=C(C(C)=O)C(C)=O)cc1,-0.4,-3.4,-3,1,-2.5,-4,0.4,0,5
O=C1CN(c2nnnn2-c2ccccc2)CCN1,7.9,-0.9,26,-3,-1.8,-4,1.0,-1,1
CCOC(=O)c1sc(N)c(C#N)c1COC(=O)CNC(=O)c1cc(OC)c(OC)c(OC)c1,2.4,-5.2,33,-3,-4.7,-12,-0.5,-25,-8
COCCN1C(=O)c2oc3cc(C)c(C)cc3c(=O)c2C1c1cccc(O)c1 (stereo unspecified),-0.5,0.7,/,-3,-3.0,2,-0.8,-19,-3
Cc1csc(NC(=O)C2CCCO2)n1 (stereo unspecified),0.2,-2.1,4,0,-2.9,14*,2.2,4,-2
O=C(Nc1cccc(Cl)c1)N1CCC(CO)(CCOc2ccccc2)CC1,1.9,-1.3,15,-2,-2.7,-13,0.6,-22,2
Cc1cnc(NC(=O)Cc2cccs2)s1,-1.5,0.6,-8,-5,0.9,11,-0.6,-9,7
Cc1ccc(S(=O)(=O)N/N=C\c2ccc([N+](=O)[O-])o2)cc1,-0.2,-0.7,0,-5,-0.9,-7,1.1,0,-2
CCN(CC)C(=O)CC1(c2ccccc2OC)CCOC(C(C)C)C1 (stereo unspecified),-1.7,-2.9,-5,-6,-3.9,-1,-1.8,-32,18
Cc1cc(C)cc(NS(=O)(=O)c2ccc3oc(=O)ccc3c2)c1,2.4,-1.4,2,-1,-0.9,8,1.6,-10,7
CCOC(=O)c1cccc(NC(=O)c2cccs2)c1,-0.7,-0.9,1,4,-3.0,-5,-1.1,-1,4
COc1ccc(OC)c(N=Cc2c(O)[nH]c3ccccc23)c1,-0.8,7.6,50,-5,-1.2,-5,-1.2,-12,-3
CCOC(=O)C1CCc2nc3ccccc3c(=O)n21 (stereo unspecified),0.6,-3.8,5,-3,-3.4,-8,0.7,2,3
Cc1onc(-c2ccccc2Cl)c1C(=O)OCC(=O)Nc1ccc2c(c1)OCO2,3.8,-0.4,7,-3,-1.5,8,3.5,-14,-3
Cc1sc(=NC(=O)c2ccco2)n(C)c1-c1ccccc1,-0.6,-0.2,28,-1,-2.0,-4,-1.1,-14,-5
# More structures:
SMILES,V1R ag counter,VIM-2 inhibitor,PHOSPHO1 block,GalR3 antag,IMP-1 inhibitor,GPR7 antagonist,OXTR ag,FID counter,NS3 helicase inh
O=C(COC(=O)c1ccc2c(c1)OCCO2)Nc1cccc(S(=O)(=O)N2CCOCC2)c1,2.8,-3.8,-10,-4,-1.4,5,3.2,-10,1
COc1ccccc1N1CCN(CC(O)COCc2cccs2)CC1 (stereo unspecified),0.4,-2.5,21,-5,-1.4,-10,0.5,-6,6
CCOc1cc(/C=C2/C(=N)N3N=C(CC)SC3=NC2=O)ccc1OC(=O)c1ccco1,-0.5,-2.2,19,0,-1.3,11,-0.7,-40,1
COc1ccc(NC(=O)C(NC(=O)c2ccc(=O)[nH]c2)c2ccc(OC)cc2)cc1 (stereo unspecified),0.5,-3.3,3,-1,1.0,-6,-0.7,-8,-2
COc1ccc(NC(=O)CSc2nc3scc(C)c3c(=O)[nH]2)cc1,5.6,-4.2,38,-1,-2.7,-23,-0.6,-12,8
NS(=O)(=O)c1ccc(CNC(=O)c2cc(-c3ccccc3)nc3ccccc23)cc1,0.5,-2.8,39,2,-2.9,-8,0.6,-10,-14
Cc1ccc(-c2nn3c(C)nnc3s2)cc1NC(=O)c1ccc(OC(C)C)cc1,0.4,-1.9,-13,-3,-3.9,-8,-2.4,-32,7
COc1ccc(CCNC(=O)CSc2nc(-c3ccco3)cc(C(F)(F)F)n2)cc1,-1.2,-1.9,9,-6,-3.1,-4,-1.6,-12,4
COC(=O)c1nnn(Cc2ccccc2)c1N,0.0,-1.2,26,-2,-3.2,-7,-0.2,0,10
COc1cccc(Sc2nc(-c3ccccc3)ncc2S(C)(=O)=O)c1,0.1,-1.9,27,-9,-3.3,-31,-1.0,-24,-9
COc1ccc(CN2C(=O)N(c3ccccc3)C(=O)C2CC(=O)Nc2ccccc2)cc1OC (stereo unspecified),1.1,2.4,1,-4,-2.4,7,1.2,-1,-17
